HSF-1 act: increases HSF-1 driven luciferase reporter signal | NIH3T3-HGL HSF-1 luciferase reporter, MG132, 8 h; 100% = twice DMSO control signal | activation, % at 9 µM | 300,000 tested, 1.7% active | AID 504408;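 active = mean replicate activation of at least 50% with a set share of replicates each reaching 50%; inconclusive = only one of those two conditions met; inactive = mean below 50% and too few replicates reaching it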;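 also: 0% = median of the neutral control wells and 100% = twice that signal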
aSyn 5UTR inh: MLPCN primary screen, SNCA 5' untranslated region; alpha-synuclein 5'UTR reporter, inhibitor activity; inhibition, % (tested at 7.5 µM); 300,000 tested, 0.82% active; AID 1813; in the data active = inhibition above about 60%; inconclusive = no clear call, values can overlap the other calls;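 also: H4 neuroglioblastoma cells stably carrying SNCA 5'UTR luciferase fusion; 0% = DMSO wells and 100% = positive control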
IEC-6 tox: IEC-6 cytotoxicity, counter-screen for KLF5 inhibitors. luminescence viability. inhibition, % at 5 µM. 290,000 tested, 0.78% active; in the data active = inhibition above about 22%;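 also: 0% = plate median of test compound wells and 100% = cytotoxic reference compound wells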
GSK3A inh: human GSK-3 alpha kinase inhibition | P49840 | ADP-Glo luminescence, 60 min | inhibition, % at 10 µM | 320,000 tested, 0.1% active;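 in the data active = inhibition above about 50%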;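 also: GST-tagged GSK-3 alpha with peptide substrate and 25 µM ATP; 0% = DMSO neutral wells and 100% = GW8510 positive control wells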
KLF5 inhibitor: kruppel-like factor 5 inhibition; DLD-1 KLF5 promoter-luciferase reporter, luminescence; inhibition, % at 5 µM; 290,000 tested, 0.23% active; AID 1700;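 active = inhibition above a per-plate limit of that plate's mean compound inhibition plus 3 SD, cut at about 60% in these data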;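 also: 0% = DMSO wells and 100% = LY294002 at 200 µM; higher means less KLF5 promoter-driven luciferase light; inactives centre near -14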
HSF1 inhib: HSF1 inhibition | activity change, negative = inhibition, % at 7.5 µM (by protocol) | NIH3T3-HGL HSE-luciferase, MG132-induced, luminescence 8 h; active compounds read low | AID 2098 | 300,000 tested, 0.77% active;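 active = more than half of replicate wells show activity change below -50%, luminescence cut by over half; inconclusive = some wells, but at most half, below -50%; inactive = no replicate well below -50%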;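 also: luciferase reports HSF-1 transcriptional activity via heat shock element; 0% = median of DMSO wells and -100% = zero luminescence signal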
HIF activator: HIF pathway transcriptional activation | 300,000 tested, 0.32% active | U2OS HRE-luciferase reporter, luminescence; normalized: DMSO 0%, desferrioxamine 100% | activation, % at 7.5 µM (by protocol);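 active = mean activation of at least 10% of the iron chelator positive control signal, with at least half of replicates also reaching 10%; inconclusive = mean and replicate majority disagree about reaching 10%; inactive = mean and most replicates under 10%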
HSP90 refold inh: HSP90 refolding inhibition in rabbit reticulocyte lysate; inhibition, % at 5.6 µM; 290,000 tested, 0.91% active; luciferase refolding luminescence, 3 h; AID 1789;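 active = inhibition above the screen-wide mean plus 3 SD, computed separately per campaign, cut at about 16% in these data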;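 also: 0% = DMSO wells and 100% = 60 µM geldanamycin wells; inhibitors lower the luminescence because luciferase stays unfolded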
GSK3beta inhib: human GSK3beta kinase inhibition. GST-GSK3beta kinase, ADP-Glo luminescence, 60 min; active compounds read low. activity score (negative = inhibition), % at 10 µM. P49841. 300,000 tested, 0.038% active;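 active = more than half of replicate wells score below -50%, meaning over 50% inhibition versus plate controls; inconclusive = some replicates but at most half score below -50%; inactive = no replicate scores below -50%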;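 also: 0% = median DMSO wells and -100% = median GW8510 positive control wells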
Target sequence (P49841 whole entry, looked up): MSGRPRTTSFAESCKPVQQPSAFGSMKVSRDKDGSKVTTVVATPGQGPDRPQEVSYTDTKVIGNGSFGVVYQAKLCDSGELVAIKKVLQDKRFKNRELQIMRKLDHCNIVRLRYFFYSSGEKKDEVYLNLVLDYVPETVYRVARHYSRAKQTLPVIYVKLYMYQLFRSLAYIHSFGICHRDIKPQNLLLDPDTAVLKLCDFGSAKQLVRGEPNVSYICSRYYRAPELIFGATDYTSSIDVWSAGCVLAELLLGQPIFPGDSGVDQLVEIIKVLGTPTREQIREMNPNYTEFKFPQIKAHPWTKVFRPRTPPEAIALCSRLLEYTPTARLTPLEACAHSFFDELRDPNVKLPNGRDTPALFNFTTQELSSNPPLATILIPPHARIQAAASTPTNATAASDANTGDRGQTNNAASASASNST
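Test system: GST-fused GSK3beta enzyme, cell-free | Quantity: 1.6 ng GST-GSK3beta enzyme per well | Reagent: 25 µM ATP with peptide substrate | Schedule: 60 min enzyme reaction, room temperature | Signal: Luminescent ADP-Glo measurement of ADP formed | Read-out basis: Score relative to plate controls | Control set: DMSO and 20 µM GW8510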
AI-2 QS modul: Vibrio harveyi AI-2 quorum sensing modulation | Vibrio harveyi JMH597 AI-2 luminescence/OD600 ratio, 9 h; active compounds read low; strain lacks LuxN and CqsS sensors; 0 = neutral-control median | activity change, % at 7.5 µM | 300,000 tested, 0.4% active | AID 2094; in the data active = activity change below about -75%, passing the limit was not always enough; inconclusive = no clear call, values can overlap the other calls;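 also: luminescence divided by OD600 gain over 9 h not by final OD600 alone; inactives centre near 13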
Active calls of the source: *; ? = inconclusive; . = not tested or not shown.

Sample of the layout:
Key to letters – A = HSF-1 act; B = aSyn 5UTR inh; C = IEC-6 tox; D = GSK3A inh; E = KLF5 inhibitor; F = HSF1 inhib; G = HIF activator; H = HSP90 refold inh; I = GSK3beta inhib; J = AI-2 QS modul
(1) COc1ccc2[nH]c(=O)c(CN(C(C)=O)c3ccc(C)c(C)c3)cc2c1
  A = 17; B = -2; C = 3; D = -2; E = -15; F = -3; G = 1.2; H = -2; I = -1; J = 15
(2) Cc1cccc2cc(C3CC(c4cccs4)=NN3C(=O)CCC(=O)O)c(Cl)nc12 (stereo unspecified)
  A = 7; B = 19; C = 4; D = -4; E = 2; F = 3; G = -0.1; H = -3; I = 1; J = 5
(3) Cc1csc2nc(CNC(=O)c3cccc(C(F)(F)F)c3)cn12
  A = 7; B = 8; C = -2; D = -1; E = 16; F = -3; G = 0.4; H = 2; I = 6; J = -6
(4) O=S(=O)(c1ccc(Cl)nc1)N1CCCCC1
  A = 23; B = -15; C = -4; D = 2; E = -20; F = 4; G = -0.6; H = 1; I = 3; J = 25
(5) Cc1ccc(/C=C/C(=O)c2ccccc(=O)c2O)cc1C
  A = 76*; B = 3; C = -4; D = -1; E = -36; F = 43; G = 4.0; H = -2; I = -2; J = 3
(6) S=C(NCc1cccnc1)Nc1cc(Cl)cc(Cl)c1
  A = 5; B = 29; C = 6; D = 1; E = -3; F = 3; G = 0.2; H = -2; I = -2; J = -48
(7) CCCNC(=O)c1ccc2snnc2c1
  A = -8; B = 12; C = -10; D = -1; E = -49; F = -3; G = -0.2; H = -5; I = 2; J = 14
(8) N/C(=N\OC(=O)COc1ccccc1)c1ccc(Cl)cc1
  A = 21; B = -67; C = -4; D = -2; E = 2; F = -5; G = 1.4; H = -3; I = -5; J = ?
(9) CCOC(=O)N1CCN(C(=O)c2cc3c(=O)[nH]c4ccccc4c3s2)CC1
  A = 6; B = -10; C = 1; D = 0; E = -17; F = 6; G = 0.5; H = 2; I = 1; J = 9
(10) CC(Sc1nc2ccccc2s1)C(=O)c1c(N)n(C)c(=O)n(C)c1=O (stereo unspecified)
  A = -6; B = -18; C = 2; D = 2; E = -20; F = 9; G = 0.9; H = 0; I = -3; J = -10

Results, from the start:
Key to letters – A = HSF-1 act; B = aSyn 5UTR inh; C = IEC-6 tox; D = GSK3A inh; E = KLF5 inhibitor; F = HSF1 inhib; G = HIF activator; H = HSP90 refold inh; I = GSK3beta inhib; J = AI-2 QS modul
(1) COc1ccc2[nH]c(=O)c(CN(C(C)=O)c3ccc(C)c(C)c3)cc2c1
  A = 17; B = -2; C = 3; D = -2; E = -15; F = -3; G = 1.2; H = -2; I = -1; J = 15
(2) Cc1cccc2cc(C3CC(c4cccs4)=NN3C(=O)CCC(=O)O)c(Cl)nc12 (stereo unspecified)
  A = 7; B = 19; C = 4; D = -4; E = 2; F = 3; G = -0.1; H = -3; I = 1; J = 5
(3) Cc1csc2nc(CNC(=O)c3cccc(C(F)(F)F)c3)cn12
  A = 7; B = 8; C = -2; D = -1; E = 16; F = -3; G = 0.4; H = 2; I = 6; J = -6
(4) O=S(=O)(c1ccc(Cl)nc1)N1CCCCC1
  A = 23; B = -15; C = -4; D = 2; E = -20; F = 4; G = -0.6; H = 1; I = 3; J = 25
(5) Cc1ccc(/C=C/C(=O)c2ccccc(=O)c2O)cc1C
  A = 76*; B = 3; C = -4; D = -1; E = -36; F = 43; G = 4.0; H = -2; I = -2; J = 3
(6) S=C(NCc1cccnc1)Nc1cc(Cl)cc(Cl)c1
  A = 5; B = 29; C = 6; D = 1; E = -3; F = 3; G = 0.2; H = -2; I = -2; J = -48
(7) CCCNC(=O)c1ccc2snnc2c1
  A = -8; B = 12; C = -10; D = -1; E = -49; F = -3; G = -0.2; H = -5; I = 2; J = 14
(8) N/C(=N\OC(=O)COc1ccccc1)c1ccc(Cl)cc1
  A = 21; B = -67; C = -4; D = -2; E = 2; F = -5; G = 1.4; H = -3; I = -5; J = ?
(9) CCOC(=O)N1CCN(C(=O)c2cc3c(=O)[nH]c4ccccc4c3s2)CC1
  A = 6; B = -10; C = 1; D = 0; E = -17; F = 6; G = 0.5; H = 2; I = 1; J = 9
(10) CC(Sc1nc2ccccc2s1)C(=O)c1c(N)n(C)c(=O)n(C)c1=O (stereo unspecified)
  A = -6; B = -18; C = 2; D = 2; E = -20; F = 9; G = 0.9; H = 0; I = -3; J = -10
(11) CCNC(=S)NNC(=O)c1cccs1
  A = 9; B = -8; C = 5; D = 26; E = -6; F = 13; G = 0.0; H = -1; I = 0; J = 21
(12) O=C(CNC(=O)c1cc(=O)[nH]c2ccccc12)Nc1ccc(F)c(F)c1
  A = -10; B = -41; C = 0; D = 1; E = -7; F = 1; G = -0.2; H = 0; I = 2; J = 18
(13) Cc1cc(NC(=O)CN2C(=O)NC(CCc3ccccc3)C2=O)no1 (stereo unspecified)
  A = -4; B = 2; C = 4; D = -1; E = -33; F = -6; G = -0.1; H = 0; I = 0; J = -8
(14) O=C(NC1CCN(S(=O)(=O)c2cccc(Cl)c2)CC1)C1CCCCC1
  A = -1; B = 24; C = 1; D = 0; E = -6; F = -3; G = 1.4; H = 2; I = -1; J = 7
(15) CC1(CCc2ccccc2)NC(=O)N(Cc2cc([N+](=O)[O-])cc3c2OCOC3)C1=O (stereo unspecified)
  A = 5; B = 4; C = 4; D = 1; E = 6; F = -2; G = -1.0; H = 2; I = 2; J = -9
(16) Cc1ccc(S(=O)(=O)N(CC(=O)N/N=C/c2ccco2)c2cc(Cl)cc(Cl)c2)cc1
  A = 8; B = 24; C = -2; D = 1; E = -3; F = -3; G = 0.0; H = 1; I = 1; J = 24
(17) COc1ccc(C(=O)NCC(=O)N/N=C/c2c(C)[nH]c3ccccc23)cc1OC
  A = -7; B = 4; C = 1; D = 9; E = -21; F = 3; G = -0.6; H = -1; I = 1; J = 25
(18) O=C(O)c1ccc(C(=O)O)c(C(=O)c2ccc(NC(=O)c3ccccc3)cc2)c1
  A = 5; B = 12; C = 6; D = -1; E = -17; F = -4; G = 1.1; H = 0; I = 1; J = 11
(19) Cc1cc(C(=O)Nc2c(C)nn(Cc3c(Cl)cccc3Cl)c2C)no1
  A = 13; B = 49; C = 0; D = 2; E = -9; F = -1; G = -0.2; H = -4; I = -1; J = 4
(20) O=C(NC(=S)N1CCc2ccccc21)C1CCC1
  A = -13; B = 6; C = 6; D = 0; E = -33; F = 2; G = 1.0; H = 3; I = -1; J = 1
(21) Cc1cccc(NC(=O)c2ccc3ccccc3n2)n1
  A = 48; B = -103; C = 7; D = .; E = -72; F = 30; G = 2.8; H = 3; I = 2; J = 12
(22) Cc1cccc(-c2noc(-c3c(C)noc3C)n2)c1
  A = 22; B = -30; C = 2; D = -1; E = -118; F = 7; G = 0.0; H = -4; I = 1; J = 12
(23) COc1ccc(CNCCSc2nnnn2C)cc1OC
  A = 15; B = 19; C = 0; D = -2; E = -8; F = 9; G = 0.4; H = 2; I = 1; J = 16
(24) COc1cscc1C(=O)O
  A = 5; B = 9; C = 6; D = -2; E = 2; F = 0; G = -0.4; H = 6; I = -2; J = 19
(25) CCOC(=O)Nc1ccc2c(c1)OCO2
  A = 0; B = -44; C = 0; D = 2; E = -74; F = 7; G = 2.1; H = -7; I = 1; J = 20
(26) COc1ccc(NC(=O)C(c2ccc(C)cc2)N(C)C(=O)CNC(C)=O)cc1 (stereo unspecified)
  A = 9; B = 24; C = -4; D = -7; E = -16; F = 8; G = -0.8; H = -1; I = -2; J = 14
(27) CCCNC(=O)C1(CC2CC(c3ccccc3)=NO2)CCNCC1 (stereo unspecified)
  A = 12; B = -3; C = .; D = -1; E = .; F = 0; G = 0.1; H = .; I = 2; J = 11

Assay outcomes deposited in PubChem by several laboratories.
